Source: PubChem BioAssay (National Center for Advancing Translational Sciences (NCATS))
G9a block: G9a (human) methyltransferase inhibition; Q96KQ7; G9a H3K9 monomethylation, AlphaScreen, 2 h; Potency, µM (top dose mostly 102 µM), inactives show top-dose activity, negative = inhibition, most hits filed as inhibitors; actives 8.8% (n = 350,000); AID 504332; note: potency is the fitted concentration of half-maximal effect; % is set by controls: 0 for no effect and ±100 for the full control effect; nearly all actives have a fitted effect of over 75% in size
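AlphaScreen detection with an anti-monomethyl H3K9 antibody quantified product after a 2 h room-temperature reaction containing 500 nM biotinylated H3K9 peptide, 20 µM SAM and 20 nM enzyme, which had been preincubated 15 min with compound.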
JMJD2A Tudor inh: JMJD2A Tudor domain (human) inhibition; AlphaScreen JMJD2A-Tudor / H3K4me3 peptide binding; AID 504339; O75164; Potency, µM (highest dose often 114 µM), inactives show at the highest dose activity change, negative = inhibition, actives largely listed as inhibitors; actives 4.4% (n = 390,000); note: potency is the fitted concentration of half-maximal effect; % is set by controls: 0 for no effect and ±100 for the full control effect; nearly all actives have a fitted effect of over 50% in size
Target sequence (O75164 whole entry, looked up, the tested form may be a part): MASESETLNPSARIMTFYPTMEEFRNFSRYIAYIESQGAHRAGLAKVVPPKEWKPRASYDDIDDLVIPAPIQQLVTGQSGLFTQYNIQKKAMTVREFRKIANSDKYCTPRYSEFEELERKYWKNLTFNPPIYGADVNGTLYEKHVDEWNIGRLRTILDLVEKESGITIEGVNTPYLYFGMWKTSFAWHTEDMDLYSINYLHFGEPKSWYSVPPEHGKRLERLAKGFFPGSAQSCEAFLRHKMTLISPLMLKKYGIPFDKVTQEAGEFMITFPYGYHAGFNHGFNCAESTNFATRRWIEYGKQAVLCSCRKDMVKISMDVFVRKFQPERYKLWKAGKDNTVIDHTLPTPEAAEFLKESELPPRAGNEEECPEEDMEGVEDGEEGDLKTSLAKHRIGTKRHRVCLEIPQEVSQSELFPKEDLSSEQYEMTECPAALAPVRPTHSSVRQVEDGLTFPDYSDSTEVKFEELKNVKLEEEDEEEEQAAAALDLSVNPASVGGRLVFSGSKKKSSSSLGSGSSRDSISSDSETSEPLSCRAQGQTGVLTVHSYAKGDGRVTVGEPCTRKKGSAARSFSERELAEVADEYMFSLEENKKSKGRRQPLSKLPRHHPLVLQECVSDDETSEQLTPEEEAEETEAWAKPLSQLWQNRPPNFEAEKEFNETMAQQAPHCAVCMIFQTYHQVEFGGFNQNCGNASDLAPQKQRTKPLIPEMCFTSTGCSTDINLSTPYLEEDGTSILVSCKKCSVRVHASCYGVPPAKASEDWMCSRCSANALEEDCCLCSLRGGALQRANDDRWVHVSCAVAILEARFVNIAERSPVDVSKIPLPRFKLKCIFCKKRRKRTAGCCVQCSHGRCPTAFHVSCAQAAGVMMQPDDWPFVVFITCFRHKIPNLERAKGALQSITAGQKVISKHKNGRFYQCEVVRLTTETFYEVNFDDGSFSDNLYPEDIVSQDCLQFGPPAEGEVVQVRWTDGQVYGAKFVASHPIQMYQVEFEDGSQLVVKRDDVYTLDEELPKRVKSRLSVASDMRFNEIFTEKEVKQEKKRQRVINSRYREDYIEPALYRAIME
GLS inhibitor: blocks human kidney-isoform glutaminase activity; O94925; GLS enzymatic activity, qHTS titration; Potency, µM (highest dose often 45.5 µM), without a hit: top-dose activity change, negative = inhibition, usual class: inhibitors; actives 0.21% (n = 410,000); note: potency is the fitted concentration of half-maximal effect; % is set by controls: 0 for no effect and ±100 for the full control effect
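Glutamate formation by hKGA was monitored fluorometrically using coupled glutamate oxidase, HRP and Amplex Red. Substrate was added as 1 mM L-glutamine solution; incubation was 30 min at RT after an initial read.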
RGS4 inhibitor: inhibitors of human regulator of G protein signaling 4. P49798. Transcreener GDP fluorescence polarization, RGS4-accelerated GTP hydrolysis. Potency, µM (top dose mostly 114 µM), inactives show at the highest dose activity change, negative = inhibition, actives largely listed as inhibitors. actives 0.039% (n = 390,000). AID 504845; note: potency is the fitted concentration of half-maximal effect; % is set by controls: 0 for no effect and ±100 for the full control effect; nearly all actives have a fitted effect of over 75% in size; some results filed as inactive show a strong effect at the top dose
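MLSMR compounds (23 nl, pin-transferred) preincubated 10 min at room temperature with a 500nM (2x) first reagent, then RGS4 at 900nM (2x) plus Transcreener GDP mix added; fluorescence polarization (620/688 nm) read before and after 90 min at 30 °C.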
PI4K2A block: PI4K2A (human) kinase inhibition; Q9BTU6; purified PI4K2A, ADP-Glo luminescence, 1 h; hits give low values; activity change, negative = inhibition, % at 76.9 µM; actives 0.13% (n = 420,000); in the data active = activity change below about -50%; inconclusive = mostly about -30% to -49%;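 note: -100% = wells without enzyme as full effect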
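Compounds are screened against recombinant PI4K2A using PI as substrate and ATP, the latter dispensed at 300 microM. Reactions run one hour at ambient temperature before ADP-Glo detection; full inhibition defined by wells lacking enzyme.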
ERG Ets-DNA blk: blocks human ERG Ets domain binding to DNA. P11308. actives 0.028% (n = 370,000). fluorescence polarization, His-ERG Ets domain / labelled DNA. AID 624246. Potency, µM (series often up to 76.9 µM), for the others: at the highest dose FP activity, negative = inhibition, hits mostly inhibitors; active = well fitted inhibition curve with a large enough effect in the polarisation, with a control signal flat; inconclusive = small, poorly fitted or top-dose-only effect, or effect the other way, or a change in a side signal; inactive = no such curve, though single readings can be large or run the other way; the % refers to the polarisation;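 note: polarization taken with two DNA probes labelled with fluorescein and Texas red; potency is the fitted concentration of half-maximal effect; % of control where 0% means no effect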
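His-tagged ERG Ets domain (1 uM in the protein solution; 300mM KCl, 50mM Tris-HCl, 1mM EDTA, 1mM DTT, pH 7.5) received compound, then a probe mix of 5 nM fluorescein-DNA and 100nM Texas-615-DNA. Fluorescence polarization was read for both dyes.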
HP1b chromo inh: blocks HP1-beta chromodomain binding to methylated histone tails; AID 540317; Potency, µM (highest dose often 114 µM), for inactives: at the top dose activity change, negative = inhibition, most hits filed as inhibitors; actives 0.56% (n = 390,000); AlphaScreen HP1-beta / biotin-H3K9me3 peptide binding; note: potency is the fitted concentration of half-maximal effect; nearly all actives have a fitted effect of over 70% in size; inactives centre near 23
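HP1-beta protein (50 nM final) preincubated 30 min at room temperature with biotinylated H3(1-18)K9me3 peptide (50 nM) in PBS pH 7.4, 0.01% Tween-20, then compound added for 30 min. AlphaScreen streptavidin donor/nickel chelate acceptor beads (10 ug/mL final), 30 min dark, luminescence read.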
BAZ2B inh: inhibitors of human BAZ2B bromodomain; AlphaScreen BAZ2B-H3K14Ac peptide displacement; Potency, µM (series often up to 114 µM), inactives show at the highest dose activity change, negative = inhibition, hits mostly inhibitors; actives 4.4% (n = 360,000); Q9UIF8; note: potency is the fitted concentration of half-maximal effect; % is set by controls: 0 for no effect and ±100 for the full control effect; nearly all actives have a fitted effect of over 60% in size
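Multi-concentration screen (max 110 uM) measuring displacement of acetylated histone H3 peptide from BAZ2B by AlphaScreen, using 50 nM protein, 50 nM peptide and 10 ug/mL streptavidin donor plus Ni-chelate acceptor beads.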
ALOX12 inh: inhibitors of human 12S-lipoxygenase ALOX12. Potency, µM (titrated, usually from 108 µM), without a hit: at the highest dose activity change, negative = inhibition, hits mostly inhibitors. actives 1.1% (n = 580,000). P18054. purified 12hLO, xylenol orange hydroperoxide absorbance; note: potency is the fitted concentration of half-maximal effect; % is set by controls: 0 for no effect and ±100 for the full control effect
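Purified human 12hLO (150 nM final) in 25 mM Hepes, 0.01% Triton X-100, pH 7.0 was preincubated 15 min at room temperature with compound. Then 40 uM arachidonic acid was added, 30 min. Hydroperoxide was read by Fe-XO absorbance ratio 573/405 nm.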
* hit, by the source's call; ? = inconclusive; · = no result given; [ ] = dose if it differs, or a comment. Unless noted, calls come from the whole dose curve; as a rule, active = well fitted curve in the direction sought with a large enough effect; inconclusive = small, poorly fitted or top-dose-only effect, or another doubt; inactive = no such curve, though single readings can be large; an effect the other way counts as inactive or inconclusive. Some of the compounds tested, so the mix of outcomes need not match the whole.

item	G9a block	JMJD2A Tudor inh	GLS inhibitor	RGS4 inhibitor	PI4K2A block	ERG Ets-DNA blk	HP1b chromo inh	BAZ2B inh	ALOX12 inh	canonical_smiles
1	·	-25%	0%	?	-5	5%	10%	79µM*	-19%	CNC(=S)N/N=C/c1ccc(-c2ccc(Cl)c([N+](=O)[O-])c2)o1
2	18µM*	2.8µM*	3%	-3%	-4	-7%	?	2.5µM*	-12%	C/C(=N\Nc1ccccc1[N+](=O)[O-])c1ccccc1O
3	13µM*	-8%	14%	-45%	-1	-1%	23%	8%	-12%	Cc1nn(CCC(=O)NNC(=S)Nc2ccccc2)c(C)c1Br
4	12%[59 µM]	?	20%	5%	-2	3%	-4%	-3%	0.79µM*	COc1ccc(/C=C/C(=O)OCC(=O)Nc2ccc(Cl)c(S(=O)(=O)N(C)C)c2)cc1OC
5	·	1%	-1%	-14%	-2	22%	15%	-8%	-12%	NC(N)=NS(=O)(=O)c1ccc(N/C=C\C(=O)c2ccncc2)cc1
6	·	-11%	5%	16%	-4	5%	23%	·	280%[activator]	CN(C)CCNC(=O)c1ccc(CS(=O)(=O)c2ccc(Br)cc2)o1
7	34%	5%	-6%	-13%	4	-8%	15%[57 µM]	-1%	43%[activator]	Cc1ccc(-n2nc3c(=O)n(CC(=O)NCc4ccccn4)nc(C)c3c2C)cc1
8	50µM*	-27%	2%	-30%	0	9%	31%	-38%	0%	CCOC(=O)Cc1csc(NC(=O)CCCc2ccccc2)n1
9	18%	-1%	-1%	-10%	0	1%	38%	10%	2%	COc1cc(C(=O)NCCCN2CCCC2=O)cc(OC)c1OC
10	38%	-11%	1%	-21%	-3	-3%	29%	-11%	0%	COc1ccc(CCNC(=O)C2Cc3ccccc3C(=O)O2)cc1 (stereo not drawn)
11	-5%[12.7 µM]	1%	-13%	6%	-1	-22%	55%[activator]	7%	-2%	CCOC(=O)C1(C)NC(c2ccc(OC)c(OC)c2)C2C(=O)N(CC)C(=O)C21 (stereo not drawn)
12	71µM*	1%	3%	-28%	-4	-10%	99%[activator]	-15%	1%	Cc1cc(C)c2c(N)c(C(=O)N3CCc4ccccc4C3)sc2n1
13	-40%	-2%	6%	-6%	11	11%	29%	8%	-9%	COc1ccc(COCC(O)CN2CCOCC2)cc1OC (stereo not drawn)
14	-2%[59 µM]	-15%	36%[activator]	11%	3	0%	2%	-2%	-21%	COc1cccc(-c2nnc3n(Cc4ccc(F)cc4)c(=O)c4ccccc4n23)c1
15	10%[12.7 µM]	32%	0%	2%	-3	-1%	51%[activator]	7%	-5%	CC(C)CN1CCC(=O)N([C@H](CSc2ccc(Br)cc2)Cc2ccccc2)CC1
16	11%	-14%	-9%	19%	3	-1%	26%	7%	·	Cc1nc2c(c(=O)n1CCC1=CCCCC1)c1nc3ccccc3nc1n2/N=C/c1ccccc1
17	24%	-14%	3%	-9%[56.9 µM]	-1	2%	51%[activator]	0%	-12%	CN(CC(=O)NCc1ccco1)S(=O)(=O)c1ccc2c(c1)c(=O)n(C)c(=O)n2C
18	?	-12%	3%	-2%	2	8%	8%	-10%	14%	Cc1sc2nc(CN3CCCC3)nc(Cl)c2c1C
19	?	?	6%	-8%	-7	·	3%	?	3%	O=C(CSc1nc2ccccc2[nH]1)Nc1nc(-c2ccccc2)c(-c2ccccc2)o1
20	17%[59 µM]	-20%	4%	11%	6	1%	-15%	-2%	-17%	COC(=O)c1ccc(CNC(=O)C(NC(=O)c2ccco2)C(C)C)cc1 (stereo not drawn)
21	?	-18%	-5%	-1%	-5	-1%	24%	-1%	-8%	CSc1ccc(CCNC(=O)CCCn2nc(C)c3sc4ccccc4c3c2=O)cc1
22	50µM*	-16%	2%	-29%	3	-16%	17%	-16%	-22%	COc1cc(OC)cc(C(=O)NCC(=O)N2CC=C(c3ccccc3)CC2)c1
23	-5%[59 µM]	-9%	-1%	26%	5	-12%	4%	-4%	26%	CC(NC(=O)c1ccc(F)cc1)C(c1cccs1)N1CCN(C)CC1 (stereo not drawn)
24	4%[12.7 µM]	4%	-5%	10%	2	-2%	77%[activator]	-16%	60%[activator]	Clc1cc(Br)ccc1OCCOCCOc1cccc2cccnc12
25	2%[59 µM]	-14%	2%	19%	-14	5%	3%[57 µM]	-14%	4%	CCOC(=O)c1c(C)[nH]c(C)c1S(=O)(=O)N(C)CC(=O)Nc1cccc(C)c1
26	45µM*	?	9%	?	1	2%	?	13%	?	Cc1ccc(-c2nc3cnccn3c2Nc2c(C)cccc2C)o1
27	?	-8%	0%	1%	-2	-9%	35%	6%	9%[57.4 µM]	Cc1ccc2cc(-c3noc(C4CCCCC4)n3)c(=O)[nH]c2c1
28	?	?	11%	-12%	-2	0%	?	?	·	Fc1ccc2[nH]c3c(N4CCN(Cc5ccc6c(c5)OCO6)CC4)ncnc3c2c1
29	2%	-10%	24%	12%	0	14%	5%	-3%	3%	CC(Sc1nnc(COc2ccc([N+](=O)[O-])cc2)n1C)C(=O)O (stereo not drawn)
30	·	-16%	-1%	-42%	-5	17%[15.4 µM]	22%	·	5%	COc1ccc(CCC(=O)Nc2ccc(Cl)c(S(=O)(=O)N3CCOCC3)c2)cc1OC
31	?	-28%	-10%	-40%	10	-18%	22%	-39%	32µM*	CC1(C)CC2(CC(c3ccccc3)Oc3cc(O)ccc32)NC(=S)N1 (stereo not drawn)
32	1%[59 µM]	-12%	4%	4%	-3	3%	-3%	8%	-1%	Cc1cc(C)n(-c2ccc(C(=O)Nc3ccccn3)cc2)n1
33	·	-9%	6%	21%	6	-7%	18%	-6%	-10%	COc1cc(NC(=O)CN2CCN(C(=O)C3CCCO3)CC2)c(OC)cc1Cl (stereo not drawn)
34	-3%[59 µM]	26%	10%	-14%	-9	6%	58%[activator]	12%	?	CC(Oc1ccccc1Br)C(=O)N1CCc2ccccc21 (stereo not drawn)
35	-41%[2.33 µM]	0.89µM*	7%	-13%	3	3%	?	25µM*	?	CN(C)CCOc1ccccc1-c1ccccc1
36	·	-7%	1%	-14%	7	7%	18%	-14%	0%	O=C(/C=C/c1ccc(Cl)c([N+](=O)[O-])c1)c1ccc(O)cc1
37	2%	-2%	-11%	-1%	0	-2%	26%	-22%	36%[activator]	COc1ccc(-c2[nH]ncc2CN2CCCC2c2nonc2C)c(F)c1 (stereo not drawn)
38	24%[59 µM]	-15%[11.4 µM]	31%[activator]	-27%[11.4 µM]	1	0%	-7%	-4%	23%	CC(C)(C)NC(=O)COC(=O)c1cncc(Br)c1
39	?	-23%	8%	-49%	-13	-10%	25%	50µM*	-15%	Nc1ccc(C2=Nc3cccc4cccc(c34)N2)cc1
40	27%[59 µM]	-2%	1%	-2%	-4	-2%	15%	6%	-8%	O=C(c1ccccc1[N+](=O)[O-])N1CCc2ccccc2C1

BAZ2B inh: what is marked active above
item	G9a block	JMJD2A Tudor inh	GLS inhibitor	RGS4 inhibitor	PI4K2A block	ERG Ets-DNA blk	HP1b chromo inh	BAZ2B inh	ALOX12 inh	canonical_smiles
1	·	-25%	0%	?	-5	5%	10%	79µM*	-19%	CNC(=S)N/N=C/c1ccc(-c2ccc(Cl)c([N+](=O)[O-])c2)o1
2	18µM*	2.8µM*	3%	-3%	-4	-7%	?	2.5µM*	-12%	C/C(=N\Nc1ccccc1[N+](=O)[O-])c1ccccc1O
35	-41%[2.33 µM]	0.89µM*	7%	-13%	3	3%	?	25µM*	?	CN(C)CCOc1ccccc1-c1ccccc1
39	?	-23%	8%	-49%	-13	-10%	25%	50µM*	-15%	Nc1ccc(C2=Nc3cccc4cccc(c34)N2)cc1

Back to the main list, repeating the 4 entries before the break.
item	G9a block	JMJD2A Tudor inh	GLS inhibitor	RGS4 inhibitor	PI4K2A block	ERG Ets-DNA blk	HP1b chromo inh	BAZ2B inh	ALOX12 inh	canonical_smiles
37	2%	-2%	-11%	-1%	0	-2%	26%	-22%	36%[activator]	COc1ccc(-c2[nH]ncc2CN2CCCC2c2nonc2C)c(F)c1 (stereo not drawn)
38	24%[59 µM]	-15%[11.4 µM]	31%[activator]	-27%[11.4 µM]	1	0%	-7%	-4%	23%	CC(C)(C)NC(=O)COC(=O)c1cncc(Br)c1
39	?	-23%	8%	-49%	-13	-10%	25%	50µM*	-15%	Nc1ccc(C2=Nc3cccc4cccc(c34)N2)cc1
40	27%[59 µM]	-2%	1%	-2%	-4	-2%	15%	6%	-8%	O=C(c1ccccc1[N+](=O)[O-])N1CCc2ccccc2C1
41	-39%	-3%	-6%	-21%	-1	-10%	13%[57 µM]	-1%	10%	O=C(OCc1cc2ccccc2[nH]c1=O)c1cccc([N+](=O)[O-])c1
42	-15%	-33%	-2%	-23%	-5	2%	14%	-35%	-12%	Cc1nn(C)c(C(=O)Nc2ccc3c(c2)OCO3)c1[N+](=O)[O-]
43	·	-19%	0%	-22%	-3	1%	25%	·	6%	COc1ccc(OCCCC(=O)OCC(=O)N2CCN(S(=O)(=O)c3ccc(C)cc3C)CC2)cc1
44	-4%	-11%	-2%	6%	-2	-3%	5%	3%	-40%	COc1cccc(CC(=O)Nc2ccc(S(=O)(=O)N3CCOCC3)cc2)c1
45	-4%[59 µM]	0%	2%	-9%	-4	3%	28%	3%	10%	CNC(=S)N1CCc2ccccc2C1
